Source: PubChem
NR3A LBD binder – NR3A (human) ligand-binding domain modulation. NR3A LBD differential scanning fluorimetry, Tm shift; 0% = protein alone, 100% = glycine-bound protein. Tm shift relative to glycine control, % at 25 µM. 2.5% of 340,000 active;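 active means melting temperature shift of at least 10% of the positive control shift, at one fixed dose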
hIAP activ – increases human intestinal alkaline phosphatase activity; purified human IAP, CDP-Star luminescence, 30 min; active compounds read high; 1 = vehicle-only enzyme, 0 = enzyme-free background; activation factor at 10 µM; 0.16% of 330,000 active; AID 2524;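 active means activation factor of the enzyme at least 2-fold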; further: the source names both 10 and 20 µM as test concentration; values of inactives mirror those of a sister screen read the other way
ATG4B inhibitor – blocks human ATG4B protease cleavage of LC3 substrate; ATG4B cleavage of LC3-PLA2, NBD-HPC fluorescence, 1 h; inhibition, % at 8.33 µM; 0.51% of 340,000 active; AID 504462; in the data active means inhibition above about 40%
Target sequence (Q9Y4P1 whole entry, looked up): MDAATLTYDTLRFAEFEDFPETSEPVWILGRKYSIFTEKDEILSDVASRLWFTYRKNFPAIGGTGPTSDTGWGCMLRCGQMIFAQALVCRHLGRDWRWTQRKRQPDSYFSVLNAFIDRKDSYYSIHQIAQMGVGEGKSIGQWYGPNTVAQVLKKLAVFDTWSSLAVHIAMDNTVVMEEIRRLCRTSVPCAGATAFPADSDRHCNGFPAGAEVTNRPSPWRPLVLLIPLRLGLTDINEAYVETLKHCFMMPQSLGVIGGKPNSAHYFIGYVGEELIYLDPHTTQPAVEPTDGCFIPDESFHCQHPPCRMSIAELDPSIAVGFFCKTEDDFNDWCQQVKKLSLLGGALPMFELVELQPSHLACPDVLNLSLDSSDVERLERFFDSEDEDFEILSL
MPTP block – blocks calcium-induced mitochondrial swelling; isolated mouse mitochondria, Ca2+ swelling absorbance, 30 min; inhibition, % at 10 µM; 1.4% of 360,000 active; AID 602449;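 active means inhibition of 50% or more, scaled per plate between neutral and stimulator controls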;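 further: 0% = DMSO wells given calcium and 100% = 1 mM EGTA wells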
SENP1 inh – blocks the human SENP1 SUMO protease catalytic domain. recombinant SENP1 catalytic domain, CyPet-SUMO1-YPet FRET cleavage. 0.21% of 360,000 active. Q9P0U3. inhibition, % at 10 µM;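 active means inhibition at least 30% at 10 µM, raw YFP signal under a set limit, fluorescence ratio 0.5 to 1.5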;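 further: 0% = enzyme with DMSO and 100% = no enzyme wells; some results filed as inactive read as strong as hits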
Target sequence (Q9P0U3 419-644 limits assumed): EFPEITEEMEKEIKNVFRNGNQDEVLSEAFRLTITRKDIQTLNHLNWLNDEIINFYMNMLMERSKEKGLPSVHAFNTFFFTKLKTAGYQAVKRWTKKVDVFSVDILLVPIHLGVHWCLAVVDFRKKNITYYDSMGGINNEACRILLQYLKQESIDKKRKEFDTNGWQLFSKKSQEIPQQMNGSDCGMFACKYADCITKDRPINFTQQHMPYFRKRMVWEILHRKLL
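System: Recombinant human SENP1 catalytic domain, His6-tagged | Incubation: Enzyme reaction for 50 min at room temperature, dark | Medium: Tris pH 8 with BME, BSA, NP40 and catalase | Also added: 25 nM SUMO1 FRET substrate | Compound: 10 µM single point, 0.5% DMSO | Measured by: FRET fluorescence in CFP and YFP emission channels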
PfG6PD inh – PfG6PD (Plasmodium falciparum) enzyme inhibition | PfGluPho enzyme, NADPH resazurin-diaphorase fluorescence | inhibition, % at 20 µM | 0.78% of 350,000 active;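 active means inhibition reaching at least a set limit at 20 µM in the primary screen, cut at about 59% in these data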;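 further: 0% = DMSO wells with substrate and 100% = DMSO wells lacking glucose-6-phosphate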
SENP6 block – SENP6 protease inhibition. Q9GZR1. Recombinant SENP6 catalytic domain, aminoluciferin luminescence. inhibition, % at 10 µM. 1.8% of 330,000 active;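 active means inhibition above about 50% at the single tested dose, limit read from the data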;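 further: plate controls were DMSO wells with enzyme for no effect and DMSO wells lacking enzyme for full effect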
SENP8 block – inhibitors of human SENP8 protease; inhibition, % at 20 µM; 0.64% of 360,000 active; Q96LD8; recombinant SENP8, Nedd8 substrate fluorescence; in the data active means inhibition mostly above about 40%, no sharp cut-off; inactive means mostly below about 27%
Target sequence (Q96LD8 whole entry, looked up): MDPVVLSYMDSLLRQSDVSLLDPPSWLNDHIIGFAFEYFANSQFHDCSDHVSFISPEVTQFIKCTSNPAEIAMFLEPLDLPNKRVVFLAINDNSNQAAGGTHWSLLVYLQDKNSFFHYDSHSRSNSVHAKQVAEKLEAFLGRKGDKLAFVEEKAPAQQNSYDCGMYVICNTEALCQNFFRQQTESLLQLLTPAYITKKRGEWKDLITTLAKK
The depositor's hits bear a star; nt = not tested or not shown.

Sequence of screens: NR3A LBD binder	hIAP activ	ATG4B inhibitor	MPTP block	SENP1 inh	PfG6PD inh	SENP6 block	SENP8 block
COc1ccc(NS(=O)(=O)c2cccc(C(=O)NC3CCN(Cc4ccccc4)CC3)c2)cc1
    4	0.87	-7	-1.7	-1	-2	-3	-1
Cc1oc(C(C)(C)C)cc1C(=O)NCc1ccc2c(c1)OCO2
    1	0.89	0	63*	-1	18	-6	9
CNc1ccccc1NC(=O)CCn1c(=S)oc2ccccc21
    0	1	3	1.0	3	46	12	17
CCC(=O)N1CCc2cc(Br)cc(S(=O)(=O)N3CCCCC3CC)c21 (stereo not given)
    -3	1	6	0.7	0	-2	-29	15
COc1cc(/C=C2/C(=N)N3N=C(CC(=O)N4CCOCC4)SC3=NC2=O)ccc1OCc1ccccc1
    -4	1	20	-2.2	-13	-25	8	-1
COc1ccc(CNC(=O)Cn2ccc(N)nc2=O)cc1
    0	1.1	3	-0.4	1	-3	-21	45*
O=[N+]([O-])c1cc(Cl)cc(C2=NCCN2)c1
    -2	1.1	3	0.2	-2	4	-9	6
Cc1cccc(NC(=O)C(=O)N/N=C/c2ccncc2)c1
    -1	0.98	1	-0.5	1	-14	3	6
CC(C)(C)C1CCc2c(sc3ncn(N)c(=N)c23)C1 (stereo not given)
    -1	1.3	-3	9.4	2	-3	-7	12
O=C(NCCc1ccc(Cl)cc1)C1CCCN(S(=O)(=O)c2cnc[nH]2)C1 (stereo not given)
    -2	0.96	-6	-1.6	-6	6	-4	5
Cc1ccc(/C=N/NC(=S)NC2CCS(=O)(=O)C2)cc1 (stereo not given)
    -1	0.91	-3	-2.1	1	3	-19	12
CC#C[C@@H](CC)c1ccc2ccn(C)c2c1
    -1	0.91	2	1.9	-1	-2	-19	7
O=C(NCCCn1ccnc1)Nc1ccc(Cl)c(Cl)c1
    4	1.2	-4	79*	2	-4	3	7
CCOc1ccccc1NC(=O)COC(=O)C(CC)c1ccccc1 (stereo not given)
    0	1.1	11	-1.2	1	-2	14	0
COc1ccc(C(=O)C2CCCN(Cc3cc(C)c(O)c(C)c3)C2)c(OC)c1 (stereo not given)
    0	1	7	1.3	0	12	-1	19
COc1ccc(CCN2CC(C(=O)NCc3cnn(C)c3)CCC2=O)cc1 (stereo not given)
    nt	nt	nt	0.5	1	-12	nt	13
C=CCn1c(-c2ccc(S(=O)(=O)N3CCOCC3)cc2)csc1=Nc1ccccc1
    -1	1	3	58*	-1	-4	-11	-16
NS(=O)(=O)c1ccc(CNC(=O)c2cc(S(=O)(=O)N3CCOCC3)ccc2N2CCCC2)cc1
    nt	nt	nt	0.4	-1	3	nt	-43
CCO[C@H]1OC(C(=O)Nc2ccccc2)=C[C@@H](C)[C@@H]1CCCO
    0	0.97	5	0.5	-1	0	1	17
CCCCC1CC1C(=O)Nc1ccc(OC)c(OC)c1 (stereo not given)
    0	1.4	-10	0.3	3	-11	-12	3
O=C(NC(=S)N1CCCCCC1)c1ccccc1
    0	0.99	5	-2.0	2	-2	-4	-3
CC1CCCCN1Cc1ccc(N)cc1 (stereo not given)
    -1	1.1	-1	-0.2	2	-3	-11	-3
CCOC(=O)C1CCCN(C(=O)Nc2c(-c3ccccc3)noc2C)C1 (stereo not given)
    1	0.99	9	-0.7	2	-6	-6	11
C=CCN(CC=C)C(=O)C1CCN(Cc2ccc(OCc3ccccc3)cc2)CC1
    -1	0.9	2	14	2	23	-5	20
CC(NC(=O)NNC(=O)c1ccncc1)(C(F)(F)F)C(F)(F)F
    0	1	-2	-2.1	-1	-7	0	10
CCCc1nc2oc3c(NCCCN(C)C)ncnc3c2c2c1CCCC2
    -1	1	-7	-3.7	-1	2	-7	-214
CCOc1ccc(/C=C/C2=Cc3c(sc(NC(=O)CSc4n[nH]c(N)n4)c3C#N)C(C)(C)C2)cc1
    14*	0.89	2	-0.9	-24	21	9	-46
CCCNC(=O)Cn1nc(C(F)(F)F)c2c1CCCC2
    1	1	-3	3.6	-1	7	-8	10
O=C(CNC(=O)c1ccc(=O)[nH]c1)Nc1ccc(F)c(F)c1
    0	1.1	4	-1.1	0	2	-11	2
COc1cc2ccc(C(C)=NOC(C)=O)cc2cc1OC
    nt	nt	nt	-0.1	1	3	nt	1
C=CCNC(=S)N/N=C/c1cn(-c2ccccc2)nc1-c1ccc(OC)cc1
    7	1.2	-10	2.0	2	7	-7	-20
CC(NC(=O)CNC(=O)c1ccc2c(c1)OCO2)c1ccc(S(N)(=O)=O)cc1 (stereo not given)
    1	0.86	-1	-1.3	-2	11	-7	-1
CCc1cccc(C)c1NC(=S)N(CCCN1CCOCC1)Cc1cccnc1
    0	1	-2	0.3	0	-2	-9	11
Cc1cc(C)c2nc(Cl)c(Cl)nc2c1
    -2	1.1	4	2.4	-1	-11	-5	-56
N#Cc1ccccc1OCC(=O)NNC(=O)CCNC(=O)c1ccccc1
    0	0.91	4	-0.1	1	-15	-9	2
CC(=O)c1cccc(NC(=O)CCCN(C)S(=O)(=O)c2ccc(F)cc2)c1
    5	0.89	-5	0.1	1	-6	-8	3
Cc1ccc(-c2c(CC(=O)O)c(C)nc3sc4c(c23)CCCC4)cc1
    0	0.89	9	0.0	-1	-17	9	15
CCOC(=O)C1(Cc2cccc(F)c2)CCN(C(=O)c2cnccn2)CC1
    -2	1.1	12	4.2	3	9	-14	2
COc1ccccc1OCCNC(=O)CC(NC(C)=O)c1ccccc1 (stereo not given)
    1	0.82	-3	0.2	-1	-10	-13	5
O=C(NCCc1ccccc1)c1ccc(CS(=O)(=O)c2ccc(Br)cc2)o1
    0	1	-1	1.1	1	2	-8	13
CC1=CC(C)(C)NC(=S)N1c1cccc2cc(S(=O)(=O)O)ccc12
    3	0.94	5	0.4	-7	49	2	-32
COc1ccccc1NC(=S)NC(=O)Cc1ccccc1
    2	0.98	-1	-0.8	1	7	-20	10
COc1ccccc1CNC(=O)COC(=O)/C=C/c1cccs1
    0	0.93	-4	2.8	-1	20	-4	-2
O=C1C(=O)c2ccccc2C(O)=C1C1CCC(c2ccc(Cl)cc2)CC1 (stereo not given)
    1	0.88	4	102*	2	-6	4	25
S=C1N(c2ccccc2)CN(C2CCCCC2)CN1c1ccccc1
    2	0.96	0	-0.7	6	6	-23	9
O=C(N/N=C/c1ccc([N+](=O)[O-])o1)c1cc(-c2ccc(-c3ccccc3)cc2)nc2ccccc12
    -14	1.2	5	9.1	-6	-18	20	-412
Cc1ccc(S(=O)(=O)N(C)C)cc1NC(=O)C1CCCCC1
    -1	1.1	5	0.8	1	-2	-5	15
Cc1ccc(CN(C)C[C@H]2OCc3cnnn3CCCC(=O)N([C@@H](C)CO)C[C@@H]2C)cc1
    nt	nt	nt	2.6	0	-6	nt	12
CSCCC(NS(=O)(=O)c1ccc(Cl)cc1)C(=O)OCC(=O)NC1CCCCC1 (stereo not given)
    1	1.1	-18	-1.2	4	12	-6	16
CC(C)N(C(=O)CSc1nnc(NC(=O)c2ccco2)s1)C(C)C
    -1	0.95	-8	-0.9	3	-45	-18	-36

Random excerpt: three records from the list, in no set order.
Sequence of screens: NR3A LBD binder	hIAP activ	ATG4B inhibitor	MPTP block	SENP1 inh	PfG6PD inh	SENP6 block	SENP8 block
CCCCC1CC1C(=O)Nc1ccc(OC)c(OC)c1 (stereo not given)
    0	1.4	-10	0.3	3	-11	-12	3
O=C(NC(=S)N1CCCCCC1)c1ccccc1
    0	0.99	5	-2.0	2	-2	-4	-3
NS(=O)(=O)c1ccc(CNC(=O)c2cc(S(=O)(=O)N3CCOCC3)ccc2N2CCCC2)cc1
    nt	nt	nt	0.4	-1	3	nt	-43

(list continues)
Sequence of screens: NR3A LBD binder	hIAP activ	ATG4B inhibitor	MPTP block	SENP1 inh	PfG6PD inh	SENP6 block	SENP8 block
Cc1ccc(N(CC(=O)NC2CCCCC2)S(=O)(=O)c2c(C)noc2C)cc1
    -3	1.2	5	0.7	1	4	5	14
COc1ccc(C=CC(=O)c2ccc([N+](=O)[O-])cc2)cc1
    -1	nt	-7	0.8	6	6	nt	5
CCCCNC(=S)NNC(=O)c1ccoc1C
    -2	1.4	11	-2.4	1	-9	8	6
O=[n+]1cc(-c2ccc(Br)cc2)n([O-])c2c1CCC2
    -6	1.1	0	-1.9	1	0	-15	0
CC(=O)N1N=C(c2ccccc2OC(=O)/C=C/c2ccccc2)CC1c1ccccc1 (stereo not given)
    -2	0.91	0	nt	nt	4	-9	nt
O=C1C2C(C(=O)N1CCN1CCN(Cc3ccc([N+](=O)[O-])cc3)CC1)[C@H]1C=C[C@@H]2C1 (stereo not given in full)
    0	0.99	0	4.1	3	9	3	16
Cc1ccc(/C=C/C(=O)NCCCN2CCN(CCCNC(=O)/C=C/c3ccc(C)o3)CC2)o1
    -3	0.93	-9	-0.3	-1	24	2	5
COc1ccc([C@H]2CC(=O)C=C(c3cccc(OCc4ccccc4)c3)C2)cc1
    0	1.2	-9	1.4	0	3	-4	2
CCOc1ccc(NC(=O)Cn2c(=O)n(CCCC(=O)NC3CCN(Cc4ccccc4)CC3)c(=O)c3ccccc32)cc1
    2	1	-10	0.6	0	1	2	5
CC(=O)NCCC(=O)Nc1cc(F)ccc1C
    0	0.83	1	-1.8	0	-5	-2	9
Cc1ncoc1C(=O)N1CCCC(N2CCN(c3cccc(C(F)(F)F)c3)CC2)C1 (stereo not given)
    -1	1.1	-1	-1.4	0	-7	4	-4
CCCCn1c(N)c(N(CC(C)C)C(=O)CSCC(=O)Nc2cccc(C)c2)c(=O)[nH]c1=O
    1	0.95	-8	1.3	-4	6	4	3
CC(C)(C)c1ccc(C(=O)c2cn[nH]c2-c2ccccc2O)cc1
    -3	1.5	9	2.0	2	1	0	11
C/[N+]([O-])=C\c1ccc([N+](=O)[O-])o1
    0	0.87	0	1.1	3	11	8	36
CC(=O)NC1C(=O)N=C(SCC(=O)Nc2cccc(Cl)c2)NC1=O (stereo not given)
    1	0.9	2	0.0	1	-11	-23	8
CCN1CCN(CCCNC(=O)C2CCCN(c3nnc(-n4cccc4)s3)C2)CC1 (stereo not given)
    0	1	8	-16	1	-13	0	28
CN1CCn2cnc(C(=O)N[C@@H](Cc3ccccc3)C(=O)OC(C)(C)C)c2C1=O
    nt	nt	nt	-1.7	-1	11	nt	-29
CC(C)c1ccc(C2CC(=O)c3cnc(NC(=O)c4ccco4)nc3C2)cc1 (stereo not given)
    0	1.2	5	-1.1	0	18	10	6
O=C(CSc1nnc(-c2ccncc2)n1-c1ccccc1Cl)Nc1ccc(C(=O)O)cc1
    0	1.1	-2	-1.5	-2	-18	-7	-3
NC(=O)C1CCN(C(=O)C(Cc2ccccc2)NC(=O)c2ccccc2)CC1 (stereo not given)
    0	0.94	4	-0.8	-1	1	-2	7
O=C(NNC(=O)OCc1ccccc1)OCc1ccccc1
    0	nt	-6	-1.1	1	9	nt	14
COc1cc(Cl)c(C)cc1NC(=O)c1ccccc1NC(=O)CN1CCN(C(C)=O)CC1
    nt	nt	nt	0.2	1	-2	nt	7
CCc1c(C)nc(SCc2ccccn2)[nH]c1=O
    0	1.2	-13	-1.7	0	7	0	14
Cc1cc(C(=O)OCC(=O)Nc2ccc(F)c(F)c2F)c(C)o1
    -1	0.89	12	0.4	-2	2	-4	0
CCN(CC)C(=O)CCSc1nnc(-c2ccncc2)o1
    -7	0.85	7	-0.1	-1	-20	4	10
CC(=C/c1ccccc1)/C=N/NC(=O)c1cccs1
    -2	1.3	1	3.3	3	-9	83*	-22
Cc1ccnc(SCC(=O)N2CCc3ccccc3C2)n1
    1	0.98	-4	1.6	-2	2	-6	1
CS(=O)(=O)c1ccccc1C(=O)Nc1ccc(-c2nc3ccccc3[nH]2)cc1
    -6	1	-4	-0.6	-2	6	5	11
Nc1nc(-c2ccc(Cl)cc2)c(N=Nc2ccc(S(=O)(=O)N3CCOCC3)cc2)s1
    17*	1.2	7	14	6	2	-13	-6
